Bioassay records as filed in PubChem BioAssay.
rTrxR1 inhibitor: rat TrxR1 inhibition; O89049; recombinant rTrxR1, NADPH fluorescence consumption, selenite substrate; Potency, µM (doses to about 114 µM), inactives show at the top dose activity change, negative = inhibition, hits mostly inhibitors; actives 1% (n = 390,000); also: potency is read from the fitted curve at half-maximal effect; % is scaled to controls: 0 for no effect and ±100 for the full control effect; nearly all actives have a fitted effect of over 65% in size
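Rat TrxR1 (90 nM in the dispensed reagent) was pre-reduced with 400 uM NADPH for 5 min at room temperature, then incubated with compound for 15 min. After 400 uM selenite was added, NADPH fluorescence (Ex 340/Em 450 nm) was followed for 8 min.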
TRHR PAM: allosteric enhancers of human TRH receptor; P34981; TRHR cells, fluo-8 calcium fluorescence, EC20 TRH enhancement; enhancement, % at 2 µM; actives 0.66% (n = 360,000); in the data active = enhancement above about 30%; also: 0% is about no effect
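TRHR-expressing cells loaded with fluo-8 calcium dye were read kinetically (ex 480/em 530) during compound addition, then stimulated with an EC20 of TRH (10 nM final). Enhancement of the Gq-mediated intracellular calcium response was scored.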
TRHR ag: activates the human TRH receptor; P34981; activation, % at 2 µM; actives 0.18% (n = 360,000); TRHR cells, calcium flux fluo-8, FDSS agonist mode; in the data active = activation above about 30%; also: 0% is about no effect
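Read-out: compound-evoked intracellular calcium rise in TRHR cells, fluo-8 dye, kinetic FDSS fluorescence at 1 s/cycle following a 10-cycle baseline. Cells cultured overnight before dye loading (30 min–1.5 h, RT).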
TrxR1 substrate: is turned over as a substrate by rat TrxR1; purified TrxR1 substrate turnover, NADPH consumption readout; actives 0.01% (n = 390,000); AID 588456; Potency, µM (titrated, usually from 114 µM), for inactives: top-dose activity change, negative = substrate turnover; O89049; also: potency is read from the fitted curve at half-maximal effect; % is scaled to controls: 0 for no effect and ±100 for the full control effect; nearly all actives have a fitted effect of over 50% in size
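Rat TrxR1, dispensed at 90 nM, was prereduced with 400 uM NADPH (final) for 5 min at ~22 deg C, then incubated with compound 15 min before 400 uM selenite. A first-read NADPH fluorescence drop versus no-compound background flagged substrates.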
USP1 inh: inhibitors of human USP1/UAF1 deubiquitinase. AID 743255. Potency, µM (top dose mostly 57.1 µM), for inactives: at the highest dose activity change, negative = inhibition, actives largely listed as inhibitors. O94782. actives 0.23% (n = 390,000). recombinant USP1/UAF1, Ub-Rhodamine cleavage fluorescence; also: potency is read from the fitted curve at half-maximal effect; % is scaled to controls: 0 for no effect and ±100 for the full control effect; nearly all actives have a fitted effect of over 60% in size; inactives centre near -12
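USP1/UAF1 complex (1 nM) preincubated 15 min at room temperature with compound, then Ub-Rho substrate (150 nM final) added. Kinetic fluorescence at 480/540 nm over 6 reads at 60 s intervals; 50 mM HEPES pH 7.8, 0.5 mM EDTA, 0.1 mg/ml BSA, 1 mM TCEP, 0.01% Tween-20.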
D2 antag: antagonists of human D2 dopamine receptor | inhibition, % at 10 µM | P14416 | actives 2% (n = 340,000) | HEK293 TREx D2 cells, calcium flux, dopamine EC80; in the data active = inhibition above about 30%; also: 0% is about no effect
Target sequence (P14416 whole entry, looked up): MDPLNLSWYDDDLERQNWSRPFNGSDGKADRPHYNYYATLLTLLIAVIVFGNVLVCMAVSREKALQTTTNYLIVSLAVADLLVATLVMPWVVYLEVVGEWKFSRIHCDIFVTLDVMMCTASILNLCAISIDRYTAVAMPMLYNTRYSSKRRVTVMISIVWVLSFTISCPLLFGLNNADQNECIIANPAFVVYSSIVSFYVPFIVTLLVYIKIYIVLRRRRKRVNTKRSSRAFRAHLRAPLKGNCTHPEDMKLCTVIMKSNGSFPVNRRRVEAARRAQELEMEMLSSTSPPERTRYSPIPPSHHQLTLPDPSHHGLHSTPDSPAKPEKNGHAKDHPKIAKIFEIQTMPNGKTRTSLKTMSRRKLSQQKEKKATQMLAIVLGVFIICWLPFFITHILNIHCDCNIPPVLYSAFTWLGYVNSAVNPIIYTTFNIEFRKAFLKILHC
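Calcium mobilization kinetics were recorded at 1 s intervals in tetracycline-induced HEK293 T-REx D2 cells, first for 180 s after compound addition and then 180 s after EC80 dopamine.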
mIDH1 inhibitor: human IDH1 R132H inhibition. Potency, µM (highest dose often 76.6 µM), inactives show at the highest dose activity change, negative = inhibition, hits mostly inhibitors. O75874. actives 0.093% (n = 390,000). IDH1-R132H enzyme, NADPH consumption, diaphorase/resazurin fluorescence; also: potency is read from the fitted curve at half-maximal effect; % is scaled to controls: 0 for no effect and ±100 for the full control effect; nearly all actives have a fitted effect of over 65% in size
Target sequence (O75874 whole entry R132H, stated change not applied): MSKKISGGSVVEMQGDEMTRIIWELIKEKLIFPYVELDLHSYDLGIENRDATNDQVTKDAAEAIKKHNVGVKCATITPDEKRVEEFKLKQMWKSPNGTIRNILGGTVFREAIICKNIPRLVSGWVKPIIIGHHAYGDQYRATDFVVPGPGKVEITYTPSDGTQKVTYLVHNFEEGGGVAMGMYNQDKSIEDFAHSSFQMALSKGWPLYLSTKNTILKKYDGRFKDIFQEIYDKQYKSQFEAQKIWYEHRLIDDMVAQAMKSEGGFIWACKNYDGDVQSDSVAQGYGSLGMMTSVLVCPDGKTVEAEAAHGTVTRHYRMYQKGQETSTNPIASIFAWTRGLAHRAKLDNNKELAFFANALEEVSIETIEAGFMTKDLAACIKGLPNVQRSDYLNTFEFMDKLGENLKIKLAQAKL
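IDH1-R132H (0.5 ug/mL dispensed) in pH 7.5 Tris buffer was preincubated 30 min with compound, then given a substrate mix of 0.016 mM NADPH and 2 mM alpha-KG for 80 min at room temperature; remaining NADPH was read by diaphorase/resazurin fluorescence.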
Pin1 inh: blocks the human prolyl isomerase Pin1; Potency, µM (series often up to 115 µM), inactives show at the highest dose activity, negative = inhibition, actives largely listed as inhibitors; AID 504891; Pin1 FP peptide displacement, HiFluor488, 10 min; Q13526; actives 0.009% (n = 390,000); active = well fitted inhibition curve with a large enough effect in the polarisation, with a control signal flat, not every such curve was filed as active; inconclusive = small, poorly fitted or top-dose-only effect, or effect the other way, or a change in a side signal; inactive = no such curve, though single readings can be large or run the other way; the % refers to the polarisation; also: potency is read from the fitted curve at half-maximal effect; % is scaled to controls: 0 for no effect and ±100 for the full control effect
Target sequence (Q13526 whole entry, looked up): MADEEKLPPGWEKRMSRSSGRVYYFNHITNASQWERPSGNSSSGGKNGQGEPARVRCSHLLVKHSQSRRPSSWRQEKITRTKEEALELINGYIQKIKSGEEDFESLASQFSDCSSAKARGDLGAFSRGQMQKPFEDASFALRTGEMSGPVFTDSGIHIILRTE
D2 ag: agonists of human D2 dopamine receptor | P14416 | actives 0.53% (n = 340,000) | HEK293 T-REx D2 cells, calcium flux agonist mode | activation, % at 2 µM | AID 485358;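 active = activation over 3 SD above normal in the single-dose calcium agonist read, cut at about 30% in these data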; also: 0% is about no effect
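In this primary screen, compounds producing a positive calcium signal within 180 s of addition to tetracycline-induced, force-coupled HEK293 Trex D2 cells are flagged; cells are dye-loaded with a no-wash calcium kit beforehand.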
The depositor's hits bear a star; ? = inconclusive; . = no result given; & = joins results of further samples; [ ] = another dose, or the depositor's remark. Unless noted, calls follow the shape of the dose curve; as a rule, active = well fitted inhibition curve with a large enough effect; inconclusive = small, poorly fitted or top-dose-only effect; inactive = no such curve, though single readings can be large or run the other way. An excerpt (hit frequency here may not be typical).

cpd | Molecule | D2 ag | TRHR PAM | Pin1 inh | rTrxR1 inhibitor | TRHR ag | TrxR1 substrate | D2 antag | mIDH1 inhibitor | USP1 inh
1 | CCN1CCN(CC(=O)N2N=C(c3cccs3)CC2c2ccc(C)cc2)C(=O)C1=O (stereo unspecified) | 0.8 | 24 | 0% | 15%[57.1 µM] | 0.2 | -7% | -7 | 0% | -2%
2 | CN(CC#CCC(c1ccccc1)c1ccccc1)C(C)(C)C | -0.4 | 12 | ? | 3% | 0.3 | 8% | -39 | 2% | -7%
3 | O=C(NCc1cccc(F)c1)c1ccc2nc(N3CCCCC3)sc2c1 | . | 2 | 10% | 26% | 0.0 | -1% | . | -13% | -17%
4 | N#C/C(=C\c1ccccc1)C(=O)N1CCC(C(N)=O)CC1 | 2.3 | -3 | -2% | -8% | 1.1 | 0% | -21 | -9% | 1%
5 | O=C(Nc1nn[nH]n1)c1cccc([N+](=O)[O-])c1 | -0.4 | 1 | -19% | 30%[57.1 µM] | 0.7 | -1%[57.1 µM] | 19 | 5% | -15%
6 | CCOC(=O)CNC(=O)CSc1nc(C)cc(C)c1C#N | 0.8 | -4 | -6% | 12% | 0.2 | 3% | 2 | 4% | -9%
7 | COC(=O)c1nc(-n2nc(C)cc2C)ccc1Cl | -0.3 | -1 | 6% | 10% | -0.2 | -4% | 3 | 14% | -8%
8 | COc1ccc(CN2CCNC(=O)C2CC(=O)N(C)Cc2ccon2)c(F)c1 (stereo unspecified) | 0.4 | -5 | -11% | ? | 0.0 | -6% | 12 | 11% | -16%
9 | Cc1c(CCNC(=O)c2ccco2)sc2nc(-c3ccc(F)cc3)nn12 | -2.1 | -9 | 0% | 20%[57.1 µM] | 0.5 | 0%[57.1 µM] | . | -4% | -3%
10 | O=C(CCC1CCCN(C(=O)c2ccc3c(c2)OCO3)C1)NCc1ccc(F)c(F)c1 (stereo unspecified) | 0.1 | -3 | -6% | 17% | -1.3 | 6% | 19 | -5% | -8%
11 | COc1ccc(-c2csc3ncnc(NCCCO)c23)cc1 | -1.4 | 4 | -9% | 9% | -0.2 | 3% | -2 | -1% | -16%
12 | CCOc1ccc(N=C2NC(=O)S/C2=C\c2ccc(Cl)cc2)cc1 | -0.4 | -5 | 14% | 4%[57.1 µM] | 1.5 | 6%[57.1 µM] | -5 | -2% | -5%
13 | CC(C)(C)C(=O)NC(C(N)=O)=C(Cl)Cl | 1.1 | 0 | -1% | 20% | 0.2 | 8% | -16 | 2% | -10%
14 | O=C(Nc1cc2c3c(c1)CC(=O)N3CCC2)c1cccc(F)c1 | -0.6 | 2 | 4% | -9% | -0.4 | -8% | 23 | 6% | -19%
15 | COc1cc(OC)c(NC(=O)c2nc(-c3ccncc3)no2)cc1Cl | 1.8 | 3 | 17% | 10% | -0.3 | 3% | . | -19% | 6%
16 | COc1cc(OC)cc(C(=O)Nc2ccc(Nc3ccccc3)cc2)c1 | . | 6 | 8% | 8% | -0.2 | -4% | . | -7% | -11%
17 | CC(C)(C)NC(=O)COc1ccc(CNCc2cccs2)cc1 | 1.3 | 6 | 3% | 2%[2.29 µM] | 0.3 | 8%[2.29 µM] | 9 | 4% | -10%
18 | O=C(CCCCCNc1nc(=S)[nH]c2ccccc12)NCCc1ccccc1 | -1.1 | 6 | 6% | -14% | -2.4 | -5% | -5 | 5% | 2%
19 | N/C(=N\OC(=O)CCN1C(=O)c2ccccc2C1=O)c1ccccn1 | -0.3 | -10 | -6% | 15% | 0.3 | -3%[0.0914 µM] | -11 | 17% | -12%
20 | Fc1ccc(CSc2nnc(-c3cccnc3)n2Cc2ccco2)cc1 | 0.3 | 2 | 2% | ? | 0.4 | 18% | -1 | 8% | -13%
21 | COc1ccc(Cl)cc1NS(=O)(=O)c1ccc2c(c1)NC(=O)CC(=O)N2 | 0.2 | -2 | -3% | 23% | -0.1 | 5% | . | 7% | -20%
22 | CCN1CCN(CC(=O)Nc2cc(C)c(C)cc2[N+](=O)[O-])CC1 | -0.2 | 4 | -7% | 30% | 0.0 | 2% | 3 | 0% | -11%
23 | Cc1ccc(C(=O)c2oc3ccccc3c2NC(=O)c2cc(-c3ccc(Cl)cc3)on2)cc1 | 1.0 | -2 | -2% | 23% | 0.4 | -3% | . | -1% | ?
24 | CCC1CCCCN1C(=O)c1cc(S(=O)(=O)N2CCOCC2)ccc1C (stereo unspecified) | . | . | -11% | -2%[2.29 µM] | . | -4%[2.29 µM] | . | 3% | 4%
25 | Cc1noc(C)c1S(=O)(=O)N(C)C[C@H]1Oc2ccc(NC(=O)Cn3cnnn3)cc2C(=O)N([C@H](C)CO)C[C@@H]1C | . | . | 5% | -14% | . | 1% | . | -11% | -19%
26 | O=C(Nc1c(F)cc(F)cc1Br)c1cc(S(=O)(=O)N2CCN(c3ccccn3)CC2)ccc1F | 0.1 | 12 | 23% | 17% | -0.5 | 1% | 0 | 4% | -7%
27 | COc1ccc(CCNC(=O)C(NS(=O)(=O)c2cccc3nsnc23)C(C)C)cc1OC (stereo unspecified) | 0.3 | 7 | -3% | 13% | 0.6 | -3% | -12 | 4% | -17%
28 | CCCCN1C(=O)CC(N2CCOCC2)C1=O (stereo unspecified) | -0.7 | 0 | 5% | 2%[57.1 µM] | -0.7 | 1%[57.1 µM] | -6 | 5% | -9%
29 | Cc1nc2cc(-c3cccc(F)c3)nn2c(C)c1CCC(=O)NC(C)c1ccccc1 (stereo unspecified) | -0.5 | -3 | 32%[activator] | -18% | -0.2 | 62%[activator] | . | -10% | -11%
30 | CCSc1n[nH]c(=O)[nH]c1=O | -0.7 | -6 | -1% | 14%[57.1 µM] | -0.1 | 20%[57.1 µM] | 2 | 12% | -13%

In the list so far, 3 have an NH in an aromatic ring:
cpd | Molecule | D2 ag | TRHR PAM | Pin1 inh | rTrxR1 inhibitor | TRHR ag | TrxR1 substrate | D2 antag | mIDH1 inhibitor | USP1 inh
5 | O=C(Nc1nn[nH]n1)c1cccc([N+](=O)[O-])c1 | -0.4 | 1 | -19% | 30%[57.1 µM] | 0.7 | -1%[57.1 µM] | 19 | 5% | -15%
18 | O=C(CCCCCNc1nc(=S)[nH]c2ccccc12)NCCc1ccccc1 | -1.1 | 6 | 6% | -14% | -2.4 | -5% | -5 | 5% | 2%
30 | CCSc1n[nH]c(=O)[nH]c1=O | -0.7 | -6 | -1% | 14%[57.1 µM] | -0.1 | 20%[57.1 µM] | 2 | 12% | -13%

Single values from above:
rTrxR1 inhibitor result of compound 29 is entered as -18%
mIDH1 inhibitor result of compound 8 is entered as 11%
rTrxR1 inhibitor result of compound 11 is entered as 9%

New compounds follow:
cpd | Molecule | D2 ag | TRHR PAM | Pin1 inh | rTrxR1 inhibitor | TRHR ag | TrxR1 substrate | D2 antag | mIDH1 inhibitor | USP1 inh
31 | Cc1ccc(CNc2ccc(N3CCOCC3)c(C(=O)O)c2)s1 | 1.4 | 2 | 31%[activator] | -12% | 0.2 | -2% | 24 | 0% | -9%
32 | N#CCCN(Cc1cccnc1)C(=S)NC(=O)c1ccco1 | . | -2 | -9% | 9%[57.1 µM] | -1.0 | 16%[57.1 µM] | . | -2% | -13%
33 | CS(=O)(=O)c1ccc(Cl)c(NC(=O)COC(=O)c2cccc(S(=O)(=O)N3CCCC3)c2)c1 | -0.3 | -3 | 3% | 12%[57.1 µM] | 0.0 | -7%[57.1 µM] | 8 | -1% | -1%
34 | Cc1cc(C(=O)Nc2ccc3ccccc3c2)c(C)o1 | 0.0 | 4 | -3% | -2% | -0.4 | 1% | 7 | 8% | -16%
35 | O=C(CN1C(=O)CSCC1=O)Nc1ccc2c(c1)OCO2 | 1.0 | 16 | -2% | 8% | -0.5 | 6% | -11 | -2% | -7%
36 | CCCCn1c(N)c(N(CCOC)C(=O)CCCc2nc3ccccc3c(=O)[nH]2)c(=O)[nH]c1=O | 1.3 | 8 | 0% | 1% | -0.2 | -2% | 16 | -7% | 1%
37 | COCCCNC(=O)c1ccc2c(c1)nc1n2CCCCC1 | 0.0 | -5 | -5% | 1%[57.1 µM] | 0.3 | -2%[57.1 µM] | . | -11% | ?
38 | CCOc1ccccc1C(=O)N(Cc1sccc1C)C1CCS(=O)(=O)C1 (stereo unspecified) | 0.9 | 0&-5 | -7%&-6% | -7%&24% | 0.2&-0.5 | -8%&2% | -15 | 1% | -4%&-17%
39 | O=C(NC(=S)N1CCOCC1)c1ccccc1Cl | 1.0 | 0 | -4% | -22% | 0.0 | -6% | 7 | 4% | -31%
40 | O=C(NCCNC(=O)c1ccc([N+](=O)[O-])cc1)c1ccncc1 | 0.0 | 8 | 7% | 4%[57.1 µM] | -0.8 | 3%[57.1 µM] | 7 | 7% | -13%
41 | CCC(=O)Nc1ccccc1C(=O)N1CCCC1 | -0.9 | -4 | 0% | 24% | 0.6 | 12% | 16 | 0% | -15%
42 | CSc1ccc(OCC(=O)Nc2ccc(N3CCOCC3)c(Cl)c2)cc1 | -1.3 | 9 | 0% | -5% | 0.0 | -12% | -3 | 1% | -21%
43 | CCCCNC(=O)N1CCN(c2ccccc2OC)CC1 | 0.3 | -12 | -8% | -10% | 0.0 | -4% | 9 | -11% | -6%
44 | CCOc1ccccc1N(C(C)=O)S(=O)(=O)c1ccc(Cl)cc1 | -0.4 | -5 | -4% | 9% | 0.4 | 7%[57.1 µM] | 7 | 5% | -16%
45 | CCOC(=O)N1CCN(C(=O)/C(=C/c2ccc(F)cc2)NC(=O)c2ccccc2)CC1 | 0.0 | 3 | -1% | -17% | -0.2 | -7% | 0 | 8% | -3%

Some entries already given, showing only TRHR PAM.
| cpd | structure | TRHR PAM |
| --- | --- | --- |
| 40 | O=C(NCCNC(=O)c1ccc([N+](=O)[O-])cc1)c1ccncc1 | 8 |
| 32 | N#CCCN(Cc1cccnc1)C(=S)NC(=O)c1ccco1 | -2 |
